Compound activity (PubChem)
influenza NS1A: H1N1 influenza NS1A inhibitors, functional cell based assay (AID 504329). NS1A functional cell-based assay, percent inhibition; higher % means a stronger effect. inhibition, % at 12.5 µM; hits with a dose series show IC50 in µM. hit rate 0.3% among 340,000; in the data active = a potency from the dose series; inconclusive = inhibition above about 27% without an active follow-up result; also: strong numbers were not always called active
M. tuberculosis HTS: M. tuberculosis growth inhibition, HTS (AID 449762); M. tuberculosis H37Rv growth inhibition, 7H9 media; higher % means a stronger effect; inhibition, % at 25 µM, or IC50 in µM where a hit was titrated; hit rate 0.59% among 330,000; in the data active = a potency from the dose series; inconclusive = inhibition above about 70% without an active follow-up result;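 also: bacterial growth assessed after seven days of incubation; strong numbers were not always called active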
M. tuberculosis: growth inhibition of non-replicating M. tuberculosis (AID 488890); Mycobacterium tuberculosis non-replicating, growth inhibition; higher % means a stronger effect; inhibition, % at 25 µM, or IC50 in µM where a hit was titrated; hit rate 0.39% among 320,000; in the data active = a potency from the dose series; inconclusive = inhibition mostly from about 82% at the one dose, without a potency; inactive = the rest, 99 in 100 with inhibition below about 76%;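 also: plate controls were DMSO cells for no effect and high antibiotic wells for full effect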
PhoP GFP inhibition: PhoP regulon inhibitors, Salmonella typhi PhoP promoter GFP reporter, confirmatory (AID 1850); Salmonella Typhi PhoP-promoter GFP reporter, fluorescence, 4 h; higher % means a stronger effect; one-dose inhibition, % at 50 µM; IC50 in µM for titrated hits; hit rate 0.33% among 310,000; in the data active = a potency from the dose series; inconclusive = inhibition mostly from about 25% at the one dose, without a potency; inactive = the rest, 99 in 100 with inhibition below about 19%;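 also: 0% = induced wells with vehicle and 100% = uninduced wells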
VEEV TC-83 Vero: inhibitors of VEEV TC-83 cytopathic effect, confirmation, Vero cells (AID 588727); Vero cells, VEEV TC-83 cytopathic effect inhibition; higher % means a stronger effect; one-dose inhibition, % at 20 µM; IC50 in µM for titrated hits; hit rate 0.13% among 350,000; in the data active = a potency from the dose series; inconclusive = inhibition mostly from about 14% at the one dose, without a potency; inactive = the rest, 99 in 100 with inhibition below about 12%; also: strong numbers were not always called active
VEEV TC-83 Vero 10K pilot screen: recorded beside VEEV TC-83 Vero, whose call it bears; inhibition, %; measured here: 10K pilot screen inhibition
The depositor's hits bear a star; i = inactive; ? = inconclusive; / = not tested or not shown.

SMILES | influenza NS1A | M. tuberculosis HTS | M. tuberculosis | PhoP GFP inhibition | VEEV TC-83 Vero | others
C=CCn1cccc(C(=O)Nc2ccc(OCC)cc2)c1=O | -8% | 17% | 18% | -3% | 7.1%
CCC(C)C(NC(=O)OC(C)(C)C)C(=O)NCc1ccco1 (centres undefined) | -1% | -8% | -7% | 13% | i
NC(N)=Nc1nc2ccccc2o1 | 3% | 5% | -15% | 5% | 0.8%
COC(=O)C1C(O)C(C)C(O)C(C)(O)/C=C\C=C(/C)C(=O)Nc2c(C)c(OC(C)=O)c3c(c2O)C(=O)C(C)=C2OCOC(=C23)/C(C)=C/C(C)(O)C(O)C(C)C1O (centres undefined) | 21% | ? | 80% | 27µM* | 0.9%
COc1ccc([C@@H]2Sc3cc(OC)ccc3N(CCN(C(C)C)C(C)C)C(=O)[C@H]2OC(C)=O)cc1 | 10% | 20% | 45% | -18% | 1.6% | VEEV TC-83 Vero 10K pilot screen=0.1
CCOc1ccc(N(C(=O)c2snc(C(N)=O)c2N)C(C(=O)NCC2CCCO2)c2c[nH]c3ccccc23)cc1 (centres undefined) | -3% | 2% | 20% | 11% | i
CCCc1cc(C(=O)N2CCN(c3ccc(C(F)(F)F)cn3)CC2)sc1C | -2% | ? | 65% | 3% | i
COP(=O)(CN(Cc1ccccc1)C(=S)Nc1c(C)cccc1C)OC | -4% | -1% | -12% | 10% | 2.2%
O=C(CCCN1C(=O)c2cccc3cccc(c23)C1=O)Nc1ccon1 | / | -10% | -16% | 1% | 1.5%
O=C1CCNc2ccc(-c3ccccc3)cc21 | 0% | 3% | 14% | 1% | 0.5%
Cc1ccc(S(=O)(=O)N2CCN(c3nc(C)c4c(c3C#N)CC(C)(C)OC4)CC2)cc1 | 3% | / | / | / | 6.0%
COc1ccc([C@H]2CC(=O)C=C(c3cccc(Br)c3)C2)cc1 | -11% | 5% | 14% | / | 2.3%
CCOC(=O)Cc1c(Cl)c2ccccc2[nH]c1=O | -3% | 5% | -4% | -7% | 0.7%
CC(OC(=O)C12CC3CC(CC(O)(C3)C1)C2)C(N)=O (centres undefined) | -6% | 1% | -11% | -6% | 3.1%
COc1ccc(-c2cc(=O)[nH]c(=O)[nH]2)cc1 | 4% | -4% | 2% | -4% | 6.0%
CSc1nnc(-c2ccccc2)c(-c2ccccc2)n1 | 10% | 5% | 77% | -1% | 0.9%
COc1ccc(C2c3c(oc4ccccc4c3=O)C(=O)N2c2ccccn2)cc1 (centres undefined) | 1% | -5% | -46% | -11% | 0.4%
CC#CCN1C(=O)N[C@@H](c2ccccc2)C(C(=O)OC)=C1C | 11% | -6% | -6% | -7% | 0.3%
O=C(Nc1ccccc1)c1c2c(nc3ccccc13)CCCC2 | -12% | 5% | 7% | 13% | 0.1%
CCOC(=O)[C@H]1[C@H]2COc3ccc(Cl)cc3[C@@H]2N2C(=O)CN(C)C(=O)[C@@]12C | -25% | 0% | 1% | / | 0.9%
COc1ccc(-n2c(=O)c3ccccc3c3ccccc3c2=O)cc1 | -3% | 0% | 69% | 3% | 1.0%
C/C(=N\N1CCN(Cc2ccccc2Cl)CC1)c1ccc(F)cc1 | 1% | 9% | 21% | 1% | 0.8%
C=CCNC(=S)NCCO | -29% | -1% | -10% | -6% | 0.1%
CC(=O)c1ccc(NS(=O)(=O)c2ccc(C(C)(C)C)cc2)cc1 | -1% | -4% | 23% | 1% | i
O=C(COc1ccccc1F)NNC(=O)c1cc(Br)ccc1Cl | -6% | 0% | -1% | / | 2.8%

The list goes on; the last 3 above are carried over.
SMILES | influenza NS1A | M. tuberculosis HTS | M. tuberculosis | PhoP GFP inhibition | VEEV TC-83 Vero | others
C=CCNC(=S)NCCO | -29% | -1% | -10% | -6% | 0.1%
CC(=O)c1ccc(NS(=O)(=O)c2ccc(C(C)(C)C)cc2)cc1 | -1% | -4% | 23% | 1% | i
O=C(COc1ccccc1F)NNC(=O)c1cc(Br)ccc1Cl | -6% | 0% | -1% | / | 2.8%
CCCCC(=O)N1CCN(c2ccc(OC)cc2[N+](=O)[O-])CC1 | 6% | -1% | 64% | -3% | 1.1% | VEEV TC-83 Vero 10K pilot screen=0.6
O=C(Nc1ccc(F)cc1F)NC1CC(=O)N(Cc2ccccc2)C1 (centres undefined) | -1% | -1% | -4% | 5% | i | VEEV TC-83 Vero 10K pilot screen=0.2
O=C(Cn1nc(C(F)(F)F)cc1C1CC1)Nc1ccccc1F | -7% | 5% | -5% | 9% | 1.1%
CCOC(=O)N1CCC(NC(=O)CSCc2nc(-c3ccc(OC)c(OC)c3)oc2C)CC1 | -2% | -9% | 0% | -7% | 1.4%
O=C(c1ccc(NC2=NC3CS(=O)(=O)CC3S2)cc1)N1CCN(C(=O)c2ccco2)CC1 (centres undefined) | 24% | -6% | -6% | 1% | 0.6% | VEEV TC-83 Vero 10K pilot screen=0.0
COc1cccc(NC(=O)CN(C)C(=O)CSc2nc3ccccc3s2)c1 | -2% | 24% | 80% | -3% | 8.4%
Clc1ccccc1C1NCc2ccccc2-n2cccc21 (centres undefined) | 1% | -1% | 35% | -3% | i
O=C(CN1C(=O)c2cccc([N+](=O)[O-])c2C1=O)N1CCN(c2ccc(F)cc2)CC1 | -11% | 15% | -7% | 2% | 1.6%
CCOC(=O)N/N=C/c1ccc(F)cc1 | -3% | 3% | -14% | 3% | 2.1%
CN1CCN(S(=O)(=O)c2ccc(Nc3ccc(F)cc3)c([N+](=O)[O-])c2)CC1 | 4% | -4% | -11% | -6% | i
O=C(COC(=O)c1ccc(O)cc1)Nc1cc(C(F)(F)F)ccc1Cl | -2% | 1% | 46% | -11% | 2.4%
O=C1CSC(c2ccc3c(c2)OCO3)N1c1ccc(Oc2ccccc2)cc1 (centres undefined) | 4% | -6% | 19% | 7% | i
O=C(COC(=O)Cc1ccc(Cl)cc1)NC1CCCC1 | -8% | 2% | -6% | / | 1.9%
Cc1ccc(NC(=O)C2CCN(C(=O)NC3CCCCC3)CC2)cc1Cl | 0% | -7% | -3% | -2% | 1.0%
CC(=O)Nc1ccc(S(=O)(=O)NCc2ccccn2)cc1 | 2% | 3% | -6% | -5% | 0.4%
CCN(CC)c1cccc(OCC(=O)N(C)CCC#N)c1 | 12% | 8% | -5% | -10% | 8.3%
N#Cc1c2c(c(NCCOCCO)n3c1nc1ccccc13)CCCC2 | -3% | -3% | -18% | 11% | 1.3%
CC(=O)Nc1cccc(-n2nnc(SCC(=O)c3ccccc3)n2)c1 | 10% | 5% | 50% | 1% | 4.3%
Cc1csc2ncc(C(=O)Nc3ccccc3F)c(=O)n12 | -10% | -8% | / | -10% | 3.0%
CC(C)C(=O)Nc1cccc(NC(=O)c2cccnc2)c1 | -5% | -4% | -5% | -1% | 3.2%
O=[N+]([O-])c1ccc(-c2ccc(S(=O)(=O)NCCN3CCCC3)cc2)cc1 | 4% | 1% | 22% | 9% | i
Cc1nnc(NC(=O)CSc2nccn2Cc2ccccc2)s1 | 0% | -8% | 9% | 3% | 1.9%
O=C1CC(NN2CCCCC2)C(=O)N1c1ccccc1 (centres undefined) | 11% | -6% | -7% | 18% | 0.7%
COc1ccc(C(=O)NC(C)Cn2nc(C)cc2C)cc1OC1CCN(C(C)=O)CC1 (centres undefined) | -5% | -6% | -9% | -5% | 6.2%
CC(C)c1ccccc1NC(=O)COC(=O)C1(C)CC1(Cl)Cl (centres undefined) | -3% | 4% | 10% | -20% | 0.1%
New compounds follow.
SMILES | influenza NS1A | M. tuberculosis HTS | M. tuberculosis | PhoP GFP inhibition | VEEV TC-83 Vero | others
COc1ccc(CNC(=O)CCN2C(=O)c3ccccc3S2(=O)=O)cc1 | -4% | -5% | -11% | 5% | 1.9%
O=C(COc1ccccc1)Nc1ccccc1Cl | 4% | 9% | 15% | -7% | 0.0%
CCOc1ccc(NS(=O)(=O)c2ccc(C(=O)NCC(c3ccc(OC)cc3)N3CCCC3)cc2)cc1 (centres undefined) | 3% | 63% | 46% | 4% | 5.5%
O=C(COC(=O)c1ccc(NS(=O)(=O)c2ccc3c(c2)OCCO3)cc1)NCC1CCCO1 (centres undefined) | 6% | 3% | 3% | 4% | 5.2%
Nc1ccc(C(=O)N2CCN(S(=O)(=O)/C=C/c3ccccc3)CC2)cc1[N+](=O)[O-] | -7% | 5% | 7% | 2% | 7.7%
Cc1cc(C)cc(NC(=O)NC2CCN(CC(=O)Nc3cccc(Cl)c3C)CC2)c1 | 10% | 6% | -6% | 4% | 5.3%
CCN1CCN(Cc2c(O)ccc3c2O/C(=C\C=C\c2ccccc2)C3=O)CC1 | 13% | 60% | ? | 4% | ?
O=C(NCCCN1CCCCCC1)C1CCCN(S(=O)(=O)c2cccc3nsnc23)C1 (centres undefined) | -2% | 3% | 46% | 12% | i
CCOC(=O)c1cc[nH]c1C | -9% | 3% | 12% | -5% | 0.8%
COCCOC(=O)C1=C(C)NC(=O)NC1c1ccco1 (centres undefined) | / | -9% | -6% | 3% | i
COc1ccc(CCN2CC(C(=O)O)CC2=O)cc1OC (centres undefined) | 3% | -16% | -8% | 7% | 4.9%
COc1ccc(CC(=O)Nc2ccc3c(c2)C(=O)N(CCC(=O)O)C3=O)cc1 | 0% | -2% | -3% | -3% | 0.9%
CCn1c(CNC(=O)c2ccccc2F)cc2cc(C)ccc21 | -7% | 10% | 48% | -8% | 0.1%
CCc1ccc2oc(-c3cc(N)ccc3O)nc2c1 | 8% | -1% | 1% | -9% | 6.3%
Cc1cccc(N(CC(=O)NC(C)(C)C)C(=O)CS(=O)CC(=O)Nc2ccc3c(c2)OCO3)c1 (centres undefined) | -3% | 0% | 5% | -6% | 0.4%
O=C(N/N=C/c1ccccc1Cl)c1[nH]c2ccc(Br)cc2c1-c1ccccc1 | 1% | 7% | 0% | -9% | 7.5%
O=C(c1ccc(-c2ccccc2)cc1)N1CCN(c2ccccc2F)CC1 | -2% | ? | 55% | 5% | 0.6%
COc1ccc2c3c(cccc13)C(=O)N(O)C2=O | -1% | 0% | 60% | -17% | 3.2%
Cc1cc(C)c2c(-n3cccc3)c(C(=O)NNS(=O)(=O)c3ccc(F)cc3)sc2n1 | -12% | -5% | 44% | 2% | 4.6%
O=C(N/N=C/c1ccc(N2CCOCC2)s1)c1ccc(NS(=O)(=O)c2cccs2)cc1 | -18% | 0% | -20% | -6% | 3.1%
Cc1ccc(NC2=NCCCS2)c(C)c1C | -3% | 6% | -4% | 2% | 1.1%
CC1(C(=O)NC(=S)N(CCC#N)Cc2cccnc2)CC1(Cl)Cl (centres undefined) | / | -12% | / | -17% | /
COc1ccc(NS(=O)(=O)c2ccc(-n3nnc4ccccc43)c([N+](=O)[O-])c2)cc1 | -5% | -7% | 32% | 23% | i
COc1ccc2[nH]c(C)c(C(=O)CN(C)C)c2c1 | 6% | -4% | -11% | 2% | 1.4%
CCN1C(=O)/C(=C/c2cnn(CC)c2C)SC1=S | -46% | 13% | -7% | 4% | 1.2%
(listing goes on)
SMILES | influenza NS1A | M. tuberculosis HTS | M. tuberculosis | PhoP GFP inhibition | VEEV TC-83 Vero | others
CCOC(=O)c1ccc2c(c1)nc(C)n2CC | -1% | 4% | -5% | 13% | 2.5%
O=C(CCCC(=O)N(CC(=O)NC1CCCCC1)Cc1ccc2c(c1)OCO2)Nc1ccccn1 | 6% | 4% | 16% | -3% | 4.3%
C=CCSc1nnc(CNC(=O)c2ccccc2C)n1C(C)C | 9% | -5% | -6% | -6% | i
COc1ccccc1C(CNC(=O)c1ccco1)N1CCCC1 (centres undefined) | -5% | -19% | 3% | / | 0.7%
Cc1cn(C(=O)c2ccccc2)c(=S)n1-c1ccc(Br)cc1 | 1% | 28% | 38% | 2% | i
Cc1ccc(NS(=O)(=O)c2c(C)[nH]c(C)c2C(=O)N2CCCCC2)cc1Cl | 1% | 2% | 30% | -19% | i

An excerpt from further up:
SMILES | influenza NS1A | M. tuberculosis HTS | M. tuberculosis | PhoP GFP inhibition | VEEV TC-83 Vero | others
COc1ccc2[nH]c(C)c(C(=O)CN(C)C)c2c1 | 6% | -4% | -11% | 2% | 1.4%
CCN1C(=O)/C(=C/c2cnn(CC)c2C)SC1=S | -46% | 13% | -7% | 4% | 1.2%
CCOC(=O)c1ccc2c(c1)nc(C)n2CC | -1% | 4% | -5% | 13% | 2.5%
O=C(CCCC(=O)N(CC(=O)NC1CCCCC1)Cc1ccc2c(c1)OCO2)Nc1ccccn1 | 6% | 4% | 16% | -3% | 4.3%
C=CCSc1nnc(CNC(=O)c2ccccc2C)n1C(C)C | 9% | -5% | -6% | -6% | i

Outcome played no part in choosing rows; about 1.5% have a hit in one of these screens.
